aSyn 5UTR inh: MLPCN primary screen, SNCA 5' untranslated region; alpha-synuclein 5'UTR reporter, inhibitor activity; inhibition, % (tested at 7.5 µM); hit rate 0.82% among 300,000; AID 1813, 2009; in the data active = inhibition above about 60%;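 note: H4 neuroglioblastoma cells stably carrying SNCA 5'UTR luciferase fusion; 0% = DMSO wells and 100% = positive control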
HSF1 inhib: HSF1 inhibitors in luciferase reporter cells, primary screen, cell-based, NIH3T3, luminescence; NIH3T3-HGL HSE-luciferase, MG132-induced, luminescence 8 h; hits give low values; activity change, negative = inhibition, % at 7.5 µM (by protocol); hit rate 0.77% among 300,000; AID 2098, 2009;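 active = more than half of replicate wells show activity change below -50%, luminescence cut by over half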;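 note: luciferase reports HSF-1 transcriptional activity via heat shock element; 0% = median of DMSO wells and -100% = zero luminescence signal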
KLF5 inhibitor: KLF5 expression inhibitors, primary screen, DLD-1 cells, luminescence; DLD-1 KLF5 promoter-luciferase reporter; inhibition, % at 5 µM; hit rate 0.23% among 290,000;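 active = inhibition above a per-plate limit of that plate's mean compound inhibition plus 3 SD, cut at about 60% in these data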;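 note: 0% = DMSO wells and 100% = LY294002 at 200 µM; higher means less KLF5 promoter-driven luciferase light; inactives centre near -14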
HSF1 activator: HSF-1 activators, primary screen, NIH3T3-HGL cells, MG132 stress, luminescence, single point. NIH3T3-HGL HSF-1 luciferase reporter, 8 h; 100% = twice DMSO control signal. activation, % at 9 µM. hit rate 1.7% among 300,000. AID 504408, 2011;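 active = mean replicate activation of at least 50% with a set share of replicates each reaching 50%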;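 note: 0% = median of the neutral control wells and 100% = twice that signal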
GSK3B inh: human GSK3beta kinase inhibitors, primary screen, biochemical, cell-free homogeneous, HTS. Glycogen synthase kinase-3 beta (Homo sapiens), P49841. AID 2097, 2009. activity score (negative = inhibition), % at 10 µM. GST-GSK3beta kinase, ADP-Glo luminescence, 60 min; hits give low values. hit rate 0.038% among 300,000;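 active = more than half of replicate wells score below -50%, meaning over 50% inhibition versus plate controls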;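 note: 0% = median DMSO wells and -100% = median GW8510 positive control wells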
Target sequence (P49841 whole entry, looked up): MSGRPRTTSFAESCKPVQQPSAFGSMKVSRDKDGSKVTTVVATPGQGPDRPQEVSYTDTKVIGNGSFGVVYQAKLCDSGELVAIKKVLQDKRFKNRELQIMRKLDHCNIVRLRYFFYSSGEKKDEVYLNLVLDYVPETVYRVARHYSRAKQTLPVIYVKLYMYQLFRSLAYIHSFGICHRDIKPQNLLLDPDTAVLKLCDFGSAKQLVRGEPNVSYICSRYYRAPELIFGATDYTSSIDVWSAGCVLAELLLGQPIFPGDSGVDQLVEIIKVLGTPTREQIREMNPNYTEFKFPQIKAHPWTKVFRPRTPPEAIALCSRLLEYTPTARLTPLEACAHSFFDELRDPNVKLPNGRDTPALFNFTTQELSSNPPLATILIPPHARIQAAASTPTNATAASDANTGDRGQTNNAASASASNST
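Test system – GST-tagged human GSK3beta kinase, cell-free · Incubation – 60 min enzyme reaction, room temperature · Signal – ADP-Glo luminescence · Also added – peptide substrate and ATP at 25 µM · Controls – DMSO neutral wells and GW8510 at 20 µM as positive · Buffer or medium – Tris/MgCl2 kinase buffer · Measure – Luminescence-derived activity versus plate DMSO and GW8510 wells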
HSP90 inh: HSP90 inhibitors, primary screen, cell lysate, luminescence; inhibition, % at 5.6 µM; hit rate 0.91% among 290,000; Heat shock protein HSP 90 (rabbit reticulocyte lysate; luciferase refolding); Rabbit reticulocyte lysate, luciferase refolding luminescence, 3 h;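 active = inhibition above the screen-wide mean plus 3 SD, computed separately per campaign, cut at about 16% in these data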;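 note: 0% = DMSO wells and 100% = 60 µM geldanamycin wells; inhibitors lower the luminescence because luciferase stays unfolded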
GSK3 alpha inh: blockers of GSK3A enzyme activity – biochemical, luminescence, cell-free homogeneous, HTS, primary screen. Glycogen synthase kinase-3 alpha (Homo sapiens), P49840. GSK-3 alpha kinase, ADP-Glo luminescence, 60 min. inhibition, % at 10 µM. hit rate 0.1% among 320,000. AID 2650, 2010;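 in the data active = inhibition above about 50%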;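 note: GST-tagged GSK-3 alpha with peptide substrate and 25 µM ATP; 0% = DMSO neutral wells and 100% = GW8510 positive control wells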
Target sequence (P49840 whole entry, looked up): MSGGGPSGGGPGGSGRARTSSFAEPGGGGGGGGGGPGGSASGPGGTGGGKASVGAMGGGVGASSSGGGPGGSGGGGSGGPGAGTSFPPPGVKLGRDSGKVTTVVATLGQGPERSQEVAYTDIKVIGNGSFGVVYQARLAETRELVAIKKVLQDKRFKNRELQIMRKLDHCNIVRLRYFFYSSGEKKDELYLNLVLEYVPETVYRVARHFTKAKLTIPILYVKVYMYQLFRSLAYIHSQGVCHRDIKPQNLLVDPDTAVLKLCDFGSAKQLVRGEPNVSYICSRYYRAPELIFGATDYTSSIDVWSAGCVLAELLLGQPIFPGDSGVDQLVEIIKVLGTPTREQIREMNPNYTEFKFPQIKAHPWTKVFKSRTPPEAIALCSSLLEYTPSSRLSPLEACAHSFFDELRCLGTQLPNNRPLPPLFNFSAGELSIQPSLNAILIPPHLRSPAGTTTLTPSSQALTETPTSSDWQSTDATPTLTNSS
Platelet DG rel: inhibitors of platelet dense granule secretion, primary screen, cell-based, MLPCN, human platelets | human platelet-rich plasma, SFLLRN dense granule ATP release, luminescence | inhibition, %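 (compounds screened at 7.5 µM in platelet-rich plasma)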 | hit rate 0.22% among 300,000 | AID 1663, 2009;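 active = mean replicate score, as percent of positive control, at or above 50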
IEC-6 cytotox: cytotoxicity in IEC-6 intestinal epithelial cells, primary screen, cytotoxicity control for KLF5 inhibitor project, cell-based, luminescence | IEC-6 cytotoxicity, luminescence viability | inhibition, % at 5 µM | hit rate 0.78% among 290,000 | AID 1825, 2009; in the data active = inhibition above about 22%;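 note: 0% = plate median of test compound wells and 100% = cytotoxic reference compound wells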
Dyrk1A ADPGlo: rat Dyrk1A kinase inhibitors, primary screen, biochemical, single point, plate reader. inhibition, % at 12.5 µM. Dual specificity tyrosine-phosphorylation-regulated kinase 1A (Rattus norvegicus), Q63470. hit rate 0.43% among 310,000. ADP-Glo luminescence, NFATc1 peptide; in the data active = inhibition above about 50%;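 note: plate controls were vehicle with enzyme for no effect and no enzyme for full effect; many of its hits are not listed in these tables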
Numbers without * were called inactive; / = no result given. These rows are one share of the data; count on the stated rates, not on these rows.

SMILES,aSyn 5UTR inh,HSF1 inhib,KLF5 inhibitor,HSF1 activator,GSK3B inh,HSP90 inh,GSK3 alpha inh,Platelet DG rel,IEC-6 cytotox,Dyrk1A ADPGlo
Cc1cccc(CN2CCC(C(=O)Nc3ccc(-n4nc(C)cc4C)cc3)CC2)n1,15,6,-16,2,-3,0,-1,-1,-2,5
CN1CCN(Cn2cc(/C=C/C(=O)c3ccccc3)c3ccccc32)CC1,-312,46,-215,87*,1,0,0,14,4,8
COc1cc(CNCCCN2CCOCC2)ccc1OCC(=O)NC(C)(C)C,-2,2,-15,-4,0,2,0,3,-1,1
Cn1cc(Cl)c(C(=O)NNC(=S)Nc2cccc(Cl)c2)n1,-25,8,-37,42,0,0,/,3,6,11
FC(F)(F)c1cccc(Oc2nc(-c3ccccc3)nnc2C(F)(F)F)c1,6,-6,9,-3,1,3,5,-8,4,1
COc1ccccc1N=C1SCC(=O)N1c1ccccc1OC,19,-8,-8,-1,-25,-1,1,7,-1,4
C/C=C/C(=O)Nc1cccc(C2=NOC3(C2)C[C@@H](C(N)=O)N(C(=O)c2cc([N+](=O)[O-])cc([N+](=O)[O-])c2C)C3)c1 (stereo partly specified),-15,-4,/,-11,0,/,0,0,/,2
Cc1ccc(-n2[nH]c(=O)c(-c3ccccn3)c2C)cc1,97*,-20,-181,-29,-1,70*,-2,6,6,2
CCOC(=O)CSc1nc(N2CCOCC2)c2c(c1C#N)CC(C)(C)N(C)C2,-5,-5,-9,11,0,2,15,0,0,0
CCC(=O)c1ccccc1OCCN1CCN(Cc2ccccc2)CC1,5,0,5,3,-4,2,-3,4,-4,/
Cc1ccc([N+](=O)[O-])cc1NC(=O)C(C)NS(=O)(=O)c1ccc(F)cc1 (stereo unspecified),-5,1,-20,4,2,0,-3,-2,-2,-6
CC1CN(C(=S)Nc2ccc(F)cc2F)CC(C)O1 (stereo unspecified),-2,3,-1,7,-2,-4,0,-6,-5,-8
O=C(N/N=C\c1ccc([N+](=O)[O-])s1)C1COc2ccccc2O1 (stereo unspecified),-40,10,-117,22,1,-2,1,7,-1,2
COc1cc(C(=O)OCC(=O)Nc2cc(C)on2)c([N+](=O)[O-])cc1OC,9,-1,-6,-4,3,-3,1,9,-3,-13
O=C(c1ccccc1)c1ncc(C(F)(F)F)cc1Cl,-19,-21,-43,-35,0,0,3,-12,5,-2
FC(F)(F)c1ccccc1NC1=NCCC1,0,-5,-27,13,1,-2,-1,5,1,-15
O=C(Nc1nc(-c2ccccc2)cs1)c1cccnc1,-35,12,-62,16,-3,3,-2,2,4,-1
CCNC(=S)NNC(=O)CC(C)C,-16,3,7,15,3,-2,-1,-2,-1,-3
O=S(=O)(NCC(c1cccnc1)N1CCN(Cc2ccccc2)CC1)c1ccc(F)cc1 (stereo unspecified),-1,0,0,0,5,-2,-1,-4,2,0
COc1ccc(NC(=O)CN2CCC3(O)CCCCC3C2c2cc(OC)ccc2OC)cc1 (stereo unspecified),-11,0,-6,1,-2,-6,-3,2,2,10
Clc1ccc(-c2cc3ccccc3nc2N2CCCC2)cc1,13,-8,15,-7,1,-2,-4,10,-1,-1
CC(C)c1ccccc1NCC(=O)N1CCN(Cc2ccccc2)CC1,4,-32,-24,-49,-1,0,-2,-8,4,2
CC1CCCC(NC(=O)C2CC(=O)N(Cc3ccccc3)C2)C1C (stereo unspecified),16,-1,-37,3,3,1,-2,5,3,-5
Cc1cc(/C=C(/C#N)C(=O)Nc2ccccc2)c(C)n1-c1cccnc1,-160,16,-54,20,3,-2,-1,-3,0,4
O=C(CSc1ccsc1[N+](=O)[O-])Nc1cccc(F)c1,-54,/,-40,/,-3,-5,/,-14,2,0
COc1ccc(CNC(=O)C(OC(C)=O)c2ccccn2)cc1 (stereo unspecified),-3,-5,-47,8,2,6,-1,/,-7,-7
O=C(Nc1ccc(Cl)cc1C(=O)NCc1cccnc1)c1ccc(Cl)cc1Cl,24,1,-13,10,1,-1,1,-5,-6,2
COc1ccc(OC)c(NC(=O)C2CCCN(S(=O)(=O)c3cccc4nonc34)C2)c1 (stereo unspecified),-3,-3,-6,21,1,1,-45,2,2,-1
O=C1CSC(c2ccccc2[N+](=O)[O-])N1c1ccc(O)cc1 (stereo unspecified),0,-8,-25,1,1,0,0,-2,-2,-3
C/C=C(\C)CN1CCCC(N(C)CCc2ccc(OC)c(OC)c2)C1 (stereo unspecified),-8,2,-20,-15,2,3,-1,-3,5,2
COc1cc(/C=N/NC(=O)COc2c(C)cc([N+](=O)[O-])cc2C)ccc1OC(=O)c1ccccc1,-31,-2,2,2,-2,-3,0,-35,-11,0
COc1cc(NS(=O)(=O)c2c(C)oc3c(F)c(F)c(F)c(F)c23)cc(OC)c1OC,24,-6,-18,-6,0,-4,0,0,-2,-2
COc1cc(SC)ccc1C(=O)NCCOc1ccc(F)cc1,-150,45,-52,68*,0,1,1,20,11,-4
COCCNC(=O)C(c1ccccc1C)N(CCOC)C(=O)Cn1nnc2ccccc21 (stereo unspecified),-2,5,-20,6,0,1,0,-3,-1,-51
COc1ccc(CC(=O)Nc2nnc(C(C)C)s2)cc1,-38,25,10,16,3,-4,/,-13,2,/
O=C(COC(=O)c1ccccc1NC(=O)c1ccco1)NC1CC1,-7,-1,-17,2,0,3,0,-2,3,-2
O=C(Cc1c(F)cccc1Cl)N1CCN(C(=O)c2ccco2)CC1,-4,-1,-3,-3,5,3,-2,1,1,-3
CC(C)c1ccccc1NC(=S)NCc1nc2ccccc2[nH]1,-15,7,-12,15,-1,0,-2,-11,2,-4
CCc1nn(C(C)C(=O)N2CC(C)CC(C)C2)c(=O)c2cc3occc3n12 (stereo unspecified),10,0,12,4,0,-3,1,4,1,/
CCN(CC)c1ccc(NC(=O)CSc2ccsc2[N+](=O)[O-])c(C)c1,27,7,-15,-8,-1,3,-1,5,-11,2
COc1ccc(N2CCN(C(CNC(=O)C(=O)NCC3CCCO3)c3ccco3)CC2)cc1 (stereo unspecified),21,-6,-23,4,-4,-7,6,-1,-1,0
Cn1c(N)c(C(=O)Nc2ccc3ccccc3c2)sc1=S,-186,21,-105,27,-5,-4,6,-2,-4,-5
FC(F)(F)Sc1ccc(NC(=S)NCc2ccccc2)cc1,-2,-17,-39,-4,3,5,-2,32,8,6
O=C(CN(c1ccc(Cl)cc1)S(=O)(=O)c1ccc(Cl)c([N+](=O)[O-])c1)NCCc1ccccc1,106*,-2,-7,-24,3,-2,-1,0,-1,-5
COc1cccc(C(=O)NC(C)C(c2cccs2)N2CCN(C)CC2)c1 (stereo unspecified),18,-33,-15,-49,2,2,/,5,6,4
COc1ccc(-c2nn(C)c(=O)[nH]2)cc1,3,-5,-22,1,-6,2,1,-5,0,24
Cc1ccccc1OC(C)c1nc(-c2ccccc2)no1 (stereo unspecified),-35,12,-28,17,0,-3,-2,-3,-3,-7
COc1ccc(C(c2nnnn2CS(=O)(=O)c2ccc(C)cc2)N2CCN(Cc3ccccc3)CC2)cc1 (stereo unspecified),5,-27,8,-37,1,3,-2,4,8,-2
CCOC(=O)N/N=C/c1ccc(OC)c(O)c1,-28,0,-44,-4,1,4,1,14,6,-1
CCn1c(=O)cc(N2CCOCC2)[nH]c1=O,21,1,-3,2,2,2,-5,4,0,0
CC(C)CN1CCC(=O)N([C@H](CSc2ccc(Br)cc2)c2ccccc2)CC1,-3,8,/,15,3,/,1,-1,/,/
Cc1cccc(N2CCN(C(=O)c3ccc(CNc4c(N5CCC(C)CC5)c(=O)c4=O)cc3)CC2)c1C,41,-4,3,4,2,1,-1,3,-1,-1
CCCCOc1nc(N)nc(-c2ccccc2)n1,5,1,8,2,-4,0,-5,-1,4,-9
C=CCN(c1ccccc1)S(=O)(=O)c1cccc(C(=O)NCC(c2ccccc2OC)N2CCCC2)c1 (stereo unspecified),-1,1,/,-9,-1,/,-2,5,/,-1
COCC(C)n1c(C)cc(C(=O)COC(=O)c2c(NC(C)=O)sc(C)c2C)c1C (stereo unspecified),13,-7,/,-13,-2,/,0,3,/,2
CCOC(=O)C(C(=O)N(C)C)c1ncc(C(F)(F)F)cc1Cl (stereo unspecified),3,2,-1,11,-3,-2,2,6,-11,6

Screening results from PubChem.
